PLCb3 inh = PLC-beta3 (human) inhibition, primary screen; inhibition, % at 12.2 µM; Q01970; Purified PLC-beta3, fluorogenic substrate, fluorescence; 370,000 compounds, 0.18% hits; in the data active = inhibition above about 11%;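 note: 0% = median of compound wells on plate and 100% = full blocker control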
DDE Tn6 FP inh = DD(E)-Tn6 binding inhibition, primary FP screen | Fibrin DD(E) TRITC-Tn6 fluorescence polarization displacement | P02675 | 370,000 compounds, 0.21% hits | inhibition, % at 8.3 µM;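 active = inhibition above a per-campaign cutoff: mean of compounds within control limits plus 3 SD, cut at about 15% in these data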;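 note: 0% = median of all compound wells on the plate and 100% = blocking peptide control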
Target sequence (P02675 whole entry, looked up): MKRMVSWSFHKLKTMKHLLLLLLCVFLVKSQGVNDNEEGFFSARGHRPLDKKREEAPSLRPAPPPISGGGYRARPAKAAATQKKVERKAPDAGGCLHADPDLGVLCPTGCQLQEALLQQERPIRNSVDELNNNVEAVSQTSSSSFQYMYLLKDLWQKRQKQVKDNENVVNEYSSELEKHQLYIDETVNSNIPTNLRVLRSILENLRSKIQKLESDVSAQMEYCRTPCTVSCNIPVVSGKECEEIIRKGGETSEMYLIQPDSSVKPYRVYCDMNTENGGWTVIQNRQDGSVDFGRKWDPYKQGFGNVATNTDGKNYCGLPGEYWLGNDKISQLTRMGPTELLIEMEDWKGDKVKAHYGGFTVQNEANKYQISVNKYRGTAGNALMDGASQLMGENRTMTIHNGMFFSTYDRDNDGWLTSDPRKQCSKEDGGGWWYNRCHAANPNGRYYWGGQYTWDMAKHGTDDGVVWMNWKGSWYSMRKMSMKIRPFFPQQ
Rev-erbA mod = modulators of human Rev-erb alpha DNA binding | 370,000 compounds, 0.79% hits | P20393 | activity, % at 10 µM | Rev-erbα–FITC-DNA binding, fluorescence polarization, 90 min;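 active = activity above about 14%, limit read from the data; passing the limit was not always enough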;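 note: 0% = DMSO wells with 35 nM protein and 100% = DMSO wells with 750 nM protein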
KLK7 zymogen act = activators of human kallikrein-7 zymogen | purified proKLK7, EDANS-DABCYL substrate fluorescence; 100% is mature enzyme control, 0% vehicle | activation, % at 7 µM | 370,000 compounds, 0.9% hits | P49862;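 active = activation above the mean of all tested compounds plus 3 SD, computed per campaign excluding outliers beyond control limits, cut at about 13% in these data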
Tn7 DDE FP = disrupts Tn7 cyclic peptide binding to fibrin D-Dimer-E complex. FP displacement of FITC-Tn7 peptide from fibrin DD(E); 0% = median of compound wells per plate. inhibition, % at 8.3 µM. 370,000 compounds, 0.13% hits. AID 720508;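 active = inhibition above the mean of compounds falling within the control limits plus 3 SD of them, cut at about 14% in these data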;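 note: 0% = plate median of compound wells and 100% = 10 µM Aha-Tn7 peptide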
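Test system – human fibrin DD(E) · Times – 10 min preincubation, 3 h with tracer, room temperature · Detection – fluorescence polarization of the labelled Tn7 tracer · Measure – percent inhibition normalized to high-control wells · Benchmarks – high control wells with 10 µM unlabelled Aha-Tn7 peptide (full inhibition) · Repeats – singlicate testing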
ASAP1 GAP inh = ASAP1 ArfGAP inhibition; ASAP1-stimulated ARF1 GTP hydrolysis, GDP FP detection; inhibition, % at 16.5 µM; 360,000 compounds, 0.19% hits; in the data active = inhibition above about 25%;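 note: 0% = vehicle with enzyme and substrate and 100% = no enzyme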
Target sequence (Q9ULH1 325-724 limits assumed): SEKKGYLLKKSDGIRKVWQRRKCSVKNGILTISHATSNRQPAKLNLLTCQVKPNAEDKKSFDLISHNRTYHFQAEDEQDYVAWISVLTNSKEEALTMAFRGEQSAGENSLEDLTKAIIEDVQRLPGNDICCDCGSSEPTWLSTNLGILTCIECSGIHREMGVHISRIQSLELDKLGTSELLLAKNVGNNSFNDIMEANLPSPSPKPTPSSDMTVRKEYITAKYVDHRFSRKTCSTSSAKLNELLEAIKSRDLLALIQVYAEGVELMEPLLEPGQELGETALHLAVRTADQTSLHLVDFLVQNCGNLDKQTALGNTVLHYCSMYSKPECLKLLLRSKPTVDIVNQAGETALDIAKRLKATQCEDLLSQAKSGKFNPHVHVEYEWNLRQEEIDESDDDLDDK
UHRF1 binding = UHRF1 methyl-DNA binding inhibition. Q96T88. UHRF1 binding to methylated oligo, TR-FRET. inhibition, % at 4.4 µM. 370,000 compounds, 0.75% hits; in the data active = inhibition above about 21%;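 note: UHRF1 SRA domain binding a hemimethylated CpG hairpin DNA probe; 0% = median of test compound wells and 100% = reference inhibitor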
ARFGAP1 inh = rat ARFGAP1 inhibition. AID 651572. Arfgap1-stimulated ARF1 GTP hydrolysis, GDP FP detection. 360,000 compounds, 0.26% hits. inhibition, % at 16.5 µM. Q62848;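 active = inhibition above a per-plate limit, mean inhibition of low control wells plus 3 SD, cut at about 25% in these data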;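 note: 0% = DMSO wells with enzyme and 100% = wells lacking Arfgap1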
Target sequence (Q62848 1-136 limits assumed): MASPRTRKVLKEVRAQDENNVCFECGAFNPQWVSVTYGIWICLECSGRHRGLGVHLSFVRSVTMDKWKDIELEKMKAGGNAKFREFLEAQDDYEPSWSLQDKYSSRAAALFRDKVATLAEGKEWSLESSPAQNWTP
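Assay system: purified rat His6-Arfgap1 residues 1-136 (GAP domain); Reagent: human Δ17 ARF1 bound to GTP; Dosing: 16.5 µM single point, 1.26% DMSO; Times: GTP hydrolysis reaction 2 h at 25 °C; Signal: FP, GDP Alexa 633 tracer displaced from anti-GDP antibody, 620/688 nm; Measure: % inhibition from polarization.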
sPLA2-III inh = Blocks human group III sPLA2 activity. Q9NZ20. QFRET BODIPY PC-A2 liposome hydrolysis, fluorescence. inhibition, % at 12.2 µM. 370,000 compounds, 0.56% hits. AID 743126;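 active = inhibition above mean plus 3 SD of compounds lying within the high and low control bounds, cut at about 19% in these data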;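 note: 0% = median of test compound wells and 100% = no enzyme DMSO wells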
PLCg1 inh = blocks human PLC-gamma1 enzyme activity; purified PLC-gamma1, fluorogenic substrate, fluorescence; inhibition, % at 12.2 µM; 370,000 compounds, 0.84% hits; AID 720700; in the data active = inhibition above about 9.5%
* hit, by the source's call; i = inactive.

SMILES	PLCb3 inh	DDE Tn6 FP inh	Rev-erbA mod	KLK7 zymogen act	Tn7 DDE FP	ASAP1 GAP inh	UHRF1 binding	ARFGAP1 inh	sPLA2-III inh	PLCg1 inh
CCCCSCCCNC(=O)C1CCC(CNS(=O)(=O)c2ccccc2)CC1 (centres undefined)	-5	4	0	0.8	-3	6	-2	22	-18	4
Cc1cccc(Nc2ccccc2C(=O)OCC(=O)N(C)C2CCS(=O)(=O)C2)c1C (centres undefined)	-11	-6	0	0.5	-2	-4	1	0	4	-8
COc1ccccc1C(=O)N/C(=C\c1ccccc1)C(=O)NCc1ccco1	-9	-9	3	0.2	3	7	1	11	-1	6
Cc1ccc(C2(C)NC(=O)N(CC(=O)NC(=O)NCCC(C)C)C2=O)cc1 (centres undefined)	3	4	-4	0.0	-4	-12	1	3	-12	-3
CCN(C(=O)COC(=O)c1ccc(COc2ccc3c(C)cc(=O)oc3c2)cc1)C1CCS(=O)(=O)C1 (centres undefined)	-44	2	-2	-6.7	8	8	-12	23	-23	-29
CCOC(=O)C1=C(COC(=O)COc2ccc(Br)cc2)NC(=O)NC1C (centres undefined)	-13	3	-3	-0.3	7	-5	2	-7	8	0
Cc1cccc(N(C)c2cc(C)nc3ncnn23)c1	-1	12	-7	0.0	6	-11	-1	-3	6	2
C[C@H](NC(=O)N1CCn2c1nc1ccccc12)C(=O)NCC1CCCO1 (some centres undefined)	4	11	1	0.5	5	2	-3	-4	-2	-2
O=C(OCc1ccccc1Cl)c1cccnc1Cl	8	-5	4	0.7	4	0	-4	-3	0	14*
Cc1ccc(Cl)c(NC(=O)COC(=O)c2nn(-c3ccccc3)cc2O)c1Cl	-187	7	3	-0.1	8	3	1	0	-13	-144
COc1ccccc1C(=O)C1CCCN(C(=O)c2ccc(C(C)=O)s2)C1 (centres undefined)	-4	1	5	-0.2	6	1	-2	-11	-7	3
CCOC(=O)C1=NNC(C(=O)c2ccc(OC)cc2)C1c1ccccc1 (centres undefined)	-4	4	0	-0.4	1	2	4	-2	-22	-3
Cc1ccc(N2CC(NS(=O)(=O)c3cc(F)ccc3F)CC2=O)cc1C (centres undefined)	-8	3	-3	-0.1	-3	-4	1	11	-2	6
CCc1nnc(NC(=O)C2CCN(C(=O)c3ccco3)CC2)s1	-2	3	-4	-0.9	5	6	3	-2	3	0
COc1cc(OC)c(C(=O)N/N=C/c2ccoc2)cc1OC	-12	2	-4	0.3	2	-11	-3	-12	-1	-6
CCOC(=O)CN1CC23C=CC(O2)C(C(=O)Nc2ccc(F)cc2)C3C1=O (centres undefined)	-1	-3	-5	0.0	-2	-7	2	-3	3	-4
Cc1c(Br)c([N+](=O)[O-])nn1CC(=O)NCCc1ccc(Cl)cc1	-8	8	4	-0.2	5	12	0	7	-4	1
CCOC(=O)C1C(=O)NCC1c1ccccc1 (centres undefined)	4	-8	-1	-0.5	7	11	-1	5	3	1
CCc1noc(C)c1C(=O)NCCc1ccc(OC)c(OC)c1	-1	-8	3	-0.4	-3	1	2	10	1	3
COc1cc2nc(SCC(N)=O)n(CCC3=CCCCC3)c(=O)c2cc1OC	-1	1	-2	0.1	0	13	2	-3	7	1
CCc1ccc(N=C2NC(=O)/C(=C/c3cc(Br)c(OCC(=O)O)c(OC)c3)S2)cc1	-18	-7	-5	-1.4	0	-2	5	-10	-25	-7
O=C(COC(=O)/C=C/c1cccc(Cl)c1)Nc1ccc2[nH]c(=O)[nH]c2c1	-14	-9	-6	0.2	6	-10	-1	-4	6	-1
Cc1c(O)ccc(C(=O)COc2ccccc2F)c1O	4	2	2	-0.7	-2	10	5	8	-6	8
COc1ccc(OCc2nnc(SCC(N)=O)n2-c2ccccc2OC)cc1	0	2	-4	0.2	5	-7	-1	-2	3	-2
O=C(N/N=C/c1ccco1)c1cc(-c2ccncc2)nc2ccccc12	-8	-4	-1	0.2	0	2	-3	-8	2	-2
CCCOc1ccc(Oc2cc(C)nc(SC)n2)nn1	13*	-3	0	0.3	-5	15	2	15	9	7
CCCCCN=CC1=C(O)CC(c2ccccc2)CC1=O (centres undefined)	2	-3	2	-0.3	0	-5	1	11	1	1
Cc1nn(C)c(C)c1S(=O)(=O)N1CCCC(C(=O)NCCc2ccc(Cl)cc2)C1 (centres undefined)	6	2	4	-0.8	-8	-8	3	3	-5	2
O=C(NCc1ccccc1Cl)C1CCCN1C(=O)Nc1ccccc1 (centres undefined)	-1	-5	-3	0.1	4	1	1	9	2	2
CC(C)(C)C(=O)N1CCN(S(=O)(=O)c2ccc3c(c2)OCCCO3)CC1	1	1	2	0.6	-1	-6	-2	8	1	0
CCN(C(=O)c1cn(C)c(=O)c2cc(OC)c(OC)cc12)c1cc(C)ccc1C	0	8	1	-0.5	-3	9	-1	-8	3	2
CC(C)(C)NC(=O)C(c1ccccn1)N(C(=O)C1CSC(=O)C1)c1ccc(F)cc1 (centres undefined)	-1	-1	-1	-0.6	-3	6	1	6	-2	-1
O=C(/C=C/c1ccc2c(c1)OCO2)N1CCN(c2n[nH]c(=O)[nH]c2=O)CC1	-30	-1	1	1.3	4	10	-3	12	1	-15
CCOc1ccc(NC(=O)C[n+]2ccc(N(C)C)cc2)cc1	2	1	4	-0.1	-3	-6	2	-3	0	8
Cc1ccc(-c2nnc(SCCC(=O)N3CCOCC3)o2)cc1	-2	-4	-8	0.0	-1	-6	3	14	8	5
COc1ccc(S(=O)(=O)NC(C)C(=O)Nc2ccccc2)cc1Cl (centres undefined)	-6	4	-1	-0.1	9	7	-1	5	-6	1
COc1ccc(N=Cc2ccc(CNS(=O)(=O)c3ccc(Cl)cc3)o2)cc1	-1	5	0	0.1	-1	-10	-1	2	2	0
O=C(CSc1ncn(-c2ccccc2)n1)N1CCc2ccccc21	-4	5	2	0.6	-3	2	-2	5	-4	2
CC(C)OCCCNC(=O)C1CCC(CNS(=O)(=O)c2ccc(Cl)cc2)CC1 (centres undefined)	5	-12	2	-0.7	-6	-7	3	-9	3	8
COc1cccc(C(NC(C)=O)c2nc(-c3ccc(N(C)C)cc3)cs2)c1 (centres undefined)	-5	-10	-3	0.2	3	-8	0	-4	7	-5
CCNC(=S)N1CCC(c2nc3ccccc3s2)CC1	3	0	-2	1.0	-10	15	-5	-9	3	2
O=C(/C=C/Nc1ccc(F)c(F)c1)c1ccc(Br)cc1	-34	-2	7	-5.6	11	3	-1	-6	-16	-27
COc1ccccc1C(=O)C1CCCN(C(=O)CCC(=O)c2ccccc2)C1 (centres undefined)	-7	-1	-4	0.3	3	-22	0	2	-2	-1
Cc1ccc(S(=O)(=O)N2Cc3ccccc3CC2C(=O)N(C)C)cc1 (centres undefined)	9	-2	-4	-0.4	-1	-17	-1	7	4	3
COc1cccc(/C=N/NC(N)=S)c1OCc1ccccc1Cl	-11	0	5	-0.1	-1	7	-3	-3	-1	-8
CCN1C(=O)CC(NNC(=O)c2ccc(Cl)cc2)C1=O (centres undefined)	-1	0	3	0.1	-2	0	-4	0	-6	4
CC(C)(C)C(=O)CSc1ncnc2sc3c(c12)CCC3	3	-2	2	-0.2	4	1	0	-6	4	2
Cc1cccn2c(CNCC(C)Oc3cccnc3)c(C(=O)N3CCOCC3)nc12 (centres undefined)	-8	6	-1	0.6	12	8	-2	-11	-2	-2
CCOC(=O)c1c(C)[nH]c(C(=O)N2CCN(C(=O)OCC)CC2)c1C	-6	9	2	0.3	3	6	-3	12	-1	-2
CCOC(=O)/C(C(N)=NCc1ccco1)=C(/O)c1ccccc1	0	0	15	0.2	-1	5	0	3	-10	1
Cc1ccc(C(=O)Nc2nc(=O)n(C)s2)cc1	5	-2	-3	0.7	-4	7	1	15	-3	1
COc1ccccc1N=c1oc2cc(O)ccc2cc1C(N)=O	i	3	8	39*	1	10	-3	1	-5	i
COc1cc2c3nc4n(c(=O)c3n(CC(=O)N3CCCC3)c2cc1OC)CCS4	-4	4	-6	-0.8	8	-2	1	3	4	0
O=C(Nc1nonc1-c1ccc(F)cc1)c1ccco1	-6	8	1	0.7	4	15	-1	7	-2	-2
CCc1nnc(NCC(=O)N2CCc3ccccc32)s1	-6	0	-4	-0.3	-1	1	-2	9	-8	-6
O=C1CCCc2cc3c(ccc4ccccc43)cc21	-41	0	-10	-6.3	-4	-7	0	-1	4	-26
CCC(CC)NC(=O)c1cc(OC)c(OC)c(OC)c1	-2	1	-2	-0.1	5	-4	1	-1	1	-1
CC(=NNC(=O)c1ccncc1)c1cccc(Br)c1	1	5	0	-0.1	-4	-15	1	-5	-6	-4
CCCC[C@@H]1CNC(=O)C(=O)N1CCc1cc(C(F)(F)F)cc(C(F)(F)F)c1	1	-4	0	-0.3	4	2	-4	-5	0	-4
Cc1cc(CN2CCCC(CO)(Cc3cccc(Cl)c3)C2)n[nH]1 (centres undefined)	0	6	-4	-0.2	-8	8	24*	3	-11	2

In a second layout: 7 of the compounds above
Each structure is followed by: PLCb3 inh | DDE Tn6 FP inh | Rev-erbA mod | KLK7 zymogen act | Tn7 DDE FP | ASAP1 GAP inh | UHRF1 binding | ARFGAP1 inh | sPLA2-III inh | PLCg1 inh
> CCCC[C@@H]1CNC(=O)C(=O)N1CCc1cc(C(F)(F)F)cc(C(F)(F)F)c1
→ 1 | -4 | 0 | -0.3 | 4 | 2 | -4 | -5 | 0 | -4
> CCNC(=S)N1CCC(c2nc3ccccc3s2)CC1
→ 3 | 0 | -2 | 1.0 | -10 | 15 | -5 | -9 | 3 | 2
> CC(=NNC(=O)c1ccncc1)c1cccc(Br)c1
→ 1 | 5 | 0 | -0.1 | -4 | -15 | 1 | -5 | -6 | -4
> CCOC(=O)/C(C(N)=NCc1ccco1)=C(/O)c1ccccc1
→ 0 | 0 | 15 | 0.2 | -1 | 5 | 0 | 3 | -10 | 1
> Cc1cccn2c(CNCC(C)Oc3cccnc3)c(C(=O)N3CCOCC3)nc12 (centres undefined)
→ -8 | 6 | -1 | 0.6 | 12 | 8 | -2 | -11 | -2 | -2
> Cc1cc(CN2CCCC(CO)(Cc3cccc(Cl)c3)C2)n[nH]1 (centres undefined)
→ 0 | 6 | -4 | -0.2 | -8 | 8 | 24* | 3 | -11 | 2
> CCc1nnc(NCC(=O)N2CCc3ccccc32)s1
→ -6 | 0 | -4 | -0.3 | -1 | 1 | -2 | 9 | -8 | -6

(more compounds)
SMILES	PLCb3 inh	DDE Tn6 FP inh	Rev-erbA mod	KLK7 zymogen act	Tn7 DDE FP	ASAP1 GAP inh	UHRF1 binding	ARFGAP1 inh	sPLA2-III inh	PLCg1 inh
CSc1ccccc1C(=O)NC1CCCC1	4	0	3	-0.5	-4	2	0	0	-5	-2
COc1cccc(S(=O)(=O)N(C)C[C@H]2Oc3ncc(Br)cc3C(=O)N([C@@H](C)CO)C[C@@H]2C)c1	4	2	1	0.1	4	-2	-2	19	5	1
CCOC(=O)C1(Cc2ccccc2)CCN(Cc2cccn2-c2nccs2)CC1	6	0	4	0.2	-7	-2	2	-6	-6	2
Cc1ccccc1NS(=O)(=O)c1ccc2c(c1)oc(=O)n2C	-5	-1	-4	-0.8	-5	17	5	0	4	1

Compound activity from PubChem BioAssay.
